PvdQ acylase: P. aeruginosa PvdQ acylase inhibition; actives 0.063% (n = 340,000); inhibition, % at 10 µM; purified PvdQ acylase, fluorescence plate reader; in the data active = inhibition above about 30%, passing the limit was not always enough;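 note: 0% = vehicle neutral wells and 100% = reference inhibitor wells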
SR-BI DiI-HDL act: enhances SR-BI lipid uptake from DiI-HDL | CHO ldlA[mSR-BI] cells, DiI-HDL uptake fluorescence, 3 h; 100 = double the neutral-control signal | activation, % at 12.5 µM | actives 0.096% (n = 320,000);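 active = mean replicate activation of at least 60% and every replicate at or above 60%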;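 note: 0% = median plate neutral-control signal and 100% = twice that signal; values of inactives mirror those of a sister screen read the other way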
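Assay system: LDL receptor-deficient CHO ldlA cells overexpressing murine SR-BI / Medium: BSA-supplemented, HEPES-buffered Ham's F12, pH 7.4 / Probe or stimulus: DiI-labelled HDL at 10 µg/mL final / Timing: compound with DiI-HDL co-incubation, 3 h at 37 °C / Technique: bottom-read cell fluorescence after medium removal, ex 550/em 595 nm / Measure: HDL uptake via cellular fluorescence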
C-LANA FP: inhibitors of KSHV LANA C-terminal domain DNA binding; AID 504423; inhibition, % at 9 µM; MBP-C-LANA/FAM-LBS DNA binding, fluorescence polarization; actives 0.078% (n = 340,000);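 active = highest replicate inhibition at or above 60% at 9 µM, even if other replicates fall short; inactive = all replicates below 60% inhibition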;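 note: 0% = neutral control wells and 100% = 4 µM acridine orange control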
Keap1-Nrf2 PPI: disrupts human Keap1 binding to Nrf2 peptide; Keap1 Kelch-Nrf2 peptide fluorescence polarization, 1536-well; inhibition, % at 9.4 µM; actives 0.15% (n = 340,000); in the data active = inhibition above about 12%;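 note: human Keap1 Kelch domain with fluorescein labeled Nrf2 9mer peptide probe; 0% = neutral control wells and 100% = peptide positive control; higher means more block of Keap1 binding to Nrf2 peptide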
PKA-R2B activ: activates the human PKA-R2B holoenzyme complex; AID 504700; actives 0.079% (n = 340,000); P22694+P31323; PKA-R2B holoenzyme dissociation, Cy5-IP20 fluorescence polarization; R2B truncated from residue 108, S112A mutant; 0% DMSO only, 100% 113 µM cGMP; activation, % at 11.4 µM;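 active = activation above a cutoff set at the mean over all compounds plus 3 SD, cut at about 18% in these data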;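 note: higher means more holoenzyme dissociation and a rise in polarization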
Target sequence (P31323 whole entry, looked up, other chains not shown, the tested form may be a part): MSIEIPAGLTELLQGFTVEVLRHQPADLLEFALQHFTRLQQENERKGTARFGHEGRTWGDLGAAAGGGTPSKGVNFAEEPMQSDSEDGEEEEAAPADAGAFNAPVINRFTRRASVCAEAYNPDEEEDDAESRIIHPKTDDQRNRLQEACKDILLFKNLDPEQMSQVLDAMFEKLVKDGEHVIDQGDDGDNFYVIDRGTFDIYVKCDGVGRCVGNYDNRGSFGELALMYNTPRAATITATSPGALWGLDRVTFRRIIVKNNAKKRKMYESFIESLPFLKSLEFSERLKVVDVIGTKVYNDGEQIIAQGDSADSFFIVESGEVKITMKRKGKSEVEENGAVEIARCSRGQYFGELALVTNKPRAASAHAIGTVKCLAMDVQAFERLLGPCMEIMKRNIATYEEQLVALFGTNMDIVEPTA
NSD2 HMT inh: NSD2 (human) methyltransferase inhibition | NSD2 peptide methylation, AlphaScreen, 120 min | inhibition, % at 12.5 µM | actives 0.54% (n = 310,000) | AID 743445; in the data active = inhibition above about 50%
SR-BI HDL uptake: blocks mouse SR-BI lipid uptake from DiI-HDL; ldlA[mSR-BI] CHO cells, DiI-HDL uptake fluorescence, 3 h; inhibition, % at 12.5 µM; actives 0.96% (n = 320,000); Q61009;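 active = mean replicate inhibition of at least 70% and a set share of replicates each scoring 70 or more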;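 note: 0% = median of neutral control wells and 100% = median of positive control wells; values of inactives mirror those of a sister screen read the other way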
Target sequence (Q61009 whole entry, looked up): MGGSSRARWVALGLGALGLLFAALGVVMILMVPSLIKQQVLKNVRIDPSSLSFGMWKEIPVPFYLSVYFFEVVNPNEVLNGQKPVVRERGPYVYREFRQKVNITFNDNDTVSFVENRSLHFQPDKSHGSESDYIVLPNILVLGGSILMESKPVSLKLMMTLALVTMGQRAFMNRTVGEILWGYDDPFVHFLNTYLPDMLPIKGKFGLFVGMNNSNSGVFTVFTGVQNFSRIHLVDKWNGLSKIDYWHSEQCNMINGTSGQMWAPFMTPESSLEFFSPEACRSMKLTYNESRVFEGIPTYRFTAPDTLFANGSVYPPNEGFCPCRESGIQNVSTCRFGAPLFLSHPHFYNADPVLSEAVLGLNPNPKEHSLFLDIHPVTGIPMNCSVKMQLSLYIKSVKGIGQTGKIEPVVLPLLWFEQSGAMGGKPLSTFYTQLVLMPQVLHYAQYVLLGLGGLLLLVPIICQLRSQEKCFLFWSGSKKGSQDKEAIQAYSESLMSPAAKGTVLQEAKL
Arr AP2 block: human beta-arrestin and AP2 interaction inhibition. AID 504490. actives 0.31% (n = 340,000). FITC-arrestin peptide / GST-AP2 beads, flow cytometry; AP2 beta2 appendage carries R879A mutation. inhibition, % at 10 µM;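 active = inhibition above a set limit, near 3 SD of compounds lacking own fluorescence, cut at about 54% in these data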;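 note: plate controls were DMSO wells for no effect and 5 µM unlabelled arrestin peptide for full effect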
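Material – AP2 appendage R879A on GSH beads · Buffer or medium – PBS with 0.05% Tween 20 and 0.1% BSA · Probe or stimulus – fluorescein-tagged arrestin peptide at 50 nM final · Incubation – compound with beads 12 min RT, then probe 1 h RT · Detection – high-throughput flow cytometry of beads, ex 488, em 535 nm · Evaluation – percent response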
RTF Ca sens inh: cardiac RTF calcium desensitization; IANBD-labeled cardiac RTF, Ca2+ fluorescence; inhibition, % at 7.15 µM; actives 0.12% (n = 340,000);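 active = inhibition above the mean inhibition of all tested compounds plus 3 SD, cut at about 17% in these data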;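 note: assay run at fixed EC70 calcium of 1.6 mM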
DAGLB inhibitor: diacylglycerol lipase beta (human) inhibition. Q8NCG7. HEK293T DAGLB membrane lysate, EnzChek fluorogenic substrate. AID 504411. inhibition, % at 5.17 µM. actives 0.059% (n = 340,000); in the data active = inhibition above about 34%;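 note: 0% = enzyme with vehicle and 100% = wells lacking enzyme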
The depositor's hits bear a star; · = no result given.

SMILES | PvdQ acylase | SR-BI DiI-HDL act | C-LANA FP | Keap1-Nrf2 PPI | PKA-R2B activ | NSD2 HMT inh | SR-BI HDL uptake | Arr AP2 block | RTF Ca sens inh | DAGLB inhibitor
CCOC(=O)c1ccc(S(=O)(=O)N2CCC(C(=O)NCc3ccccc3OC)CC2)cc1 | 1 | -10 | 0.7 | 3 | 8 | 0 | 10 | 26 | -1 | -4
COc1cc(OC)c2c(N)c(C#N)c(C(F)(F)C(F)(F)F)nc2c1 | -15 | -5 | -0.9 | -5 | -17 | -9 | 5 | -3 | -3 | -6
CC(C)CN1CCN(Cc2cnc(N3CCOCC3)s2)CC1CCO (centres undefined) | -13 | 10 | -0.9 | -2 | -10 | 1 | -10 | -7 | 0 | 2
COC(=O)C1CC(=O)N(c2ccc(OCc3ccccc3Cl)cc2)C1 (centres undefined) | -7 | · | -0.9 | -3 | -3 | -1 | · | 4 | 4 | -2
O=C(NCc1n[nH]c(=S)n1Cc1ccccc1)c1ccccc1 | -4 | 19 | 0.1 | 1 | -1 | -1 | -19 | 48 | -18 | 4
COC(=O)C1=C(C)N(c2ccc(S(N)(=O)=O)cc2)C(=O)C1 | 8 | 20 | -0.9 | -1 | -14 | 1 | -20 | 9 | -3 | 6
COc1ccc(C)cc1NC(=O)C1CCCN(S(=O)(=O)c2ccc3c(c2)CCCN3C(C)=O)C1 (centres undefined) | -1 | -18 | 1.8 | 5 | -8 | 0 | 18 | -8 | 3 | 1
O=C(CSc1nnc2ccccn12)Nc1ccc2c(c1)OCO2 | -10 | 21 | 0.4 | -8 | -13 | -2 | -21 | 12 | -6 | -1
O=C(CCc1ccccc1)NNC(=O)c1ccc(Cl)cc1 | -12 | -8 | -2.9 | 0 | 1 | -1 | 8 | -10 | -1 | 0
Cc1cccc(NC(=O)CSc2nc(-c3ccccc3)c(C#N)c(=O)[nH]2)c1C | 7 | 16 | 1.7 | -2 | -2 | -2 | -16 | 17 | -1 | 7
N#CCC(=N)N1CCN(c2ccc(Cl)cc2)CC1 | -12 | -7 | -0.6 | -5 | -3 | 10 | 7 | -9 | 4 | 0
N#C/C(=N\Nc1ccccc1)C(N)=S | 11 | -1 | 1.5 | -1 | 7 | 2 | 1 | 27 | -1 | -1
c1cncc(CNc2ncnc3ccc(-c4cccnc4)cc23)c1 | -3 | 0 | 0.8 | 3 | -3 | · | 0 | 7 | -8 | 4
O=C(CCN1C(=O)/C(=C/c2ccccc2)SC1=S)NCCCN1CCOCC1 | 4 | · | 0.8 | 1 | -3 | 0 | · | 27 | -19 | -2
COc1ccc(Br)cc1S(=O)(=O)N1CCCC1 | -8 | 12 | 1.3 | 0 | 0 | -4 | -12 | 1 | 8 | 1
Cc1cccc(NC(=S)NC2CCCC2)c1 | 3 | -21 | 1.5 | -2 | -1 | -2 | 21 | -2 | -1 | 0
CCOC(=O)N1CCC(NCCNC(=O)c2ccc(F)c(F)c2)CC1 | -15 | 15 | -1.3 | -2 | 14 | · | -15 | 11 | -6 | 0
CCS(=O)(=O)N1CCN(S(=O)(=O)c2ccc(F)cc2)CC1 | 7 | -10 | 1.4 | 0 | -21 | -1 | 10 | 17 | -10 | 0
O=[N+]([O-])c1cccc(-n2nnnc2CN2CCCC2)c1 | -11 | 31 | 2.9 | -4 | -1 | -5 | -31 | 11 | -12 | -3
CCCNC(=O)C1CCN(S(=O)(=O)c2ccc3[nH]c(=O)ccc3c2)CC1 | -6 | 16 | 1.0 | 4 | -2 | · | -16 | -6 | -3 | -3
Cc1ccc(CNC(=O)CCC2CCCN(Cc3cccc4ncccc34)C2)o1 (centres undefined) | 6 | 33 | -1.3 | -2 | -3 | 1 | -33 | 34 | -2 | -2
CCC(C(=O)NCC1CCCO1)n1nc(C)c2sc3ccccc3c2c1=O (centres undefined) | -14 | -3 | -1.1 | -6 | 4 | -2 | 3 | -1 | -10 | 1
COC(=O)c1cc(NC(=O)c2ccc(C)cc2)c(=O)oc1C | -17 | -18 | 0.8 | -2 | -8 | -2 | 18 | 12 | 1 | -4
O=C(Nc1ccc2c(c1)OCO2)N1CCC(CO)(CC2CCCCO2)CC1 (centres undefined) | -22 | -8 | 2.3 | -2 | -13 | 0 | 8 | -4 | -5 | 0
COc1ccccc1/C=C/C1C(C(=O)OCC(C)C)=C(C)N=C2SCCC(=O)N21 (centres undefined) | -14 | -10 | 1.3 | 3 | -3 | 3 | 10 | -4 | 1 | -6

Following part:
SMILES | PvdQ acylase | SR-BI DiI-HDL act | C-LANA FP | Keap1-Nrf2 PPI | PKA-R2B activ | NSD2 HMT inh | SR-BI HDL uptake | Arr AP2 block | RTF Ca sens inh | DAGLB inhibitor
CCNC(=O)C1CC(=O)N(Cc2ccc(F)cc2)C(=Nc2ccc(OC)cc2)S1 (centres undefined) | -11 | 2 | -3.0 | -6 | -1 | -1 | -2 | 3 | -8 | 1
NCCNC(=O)c1ncsc1-c1cccc(F)c1 | 3 | 17 | 0.3 | -1 | 0 | · | -17 | 4 | 14 | 0
COc1cc(OC)cc(C(=O)N2CCN(c3ccc(N4CCOCC4)nn3)CC2)c1 | -16 | -3 | 0.4 | -2 | -7 | -1 | 3 | 1 | -11 | -1
CSc1ccccc1OCc1cc(C(=O)NC2CCc3ccccc32)no1 (centres undefined) | -12 | 8 | 0.8 | -9 | -21 | -1 | -8 | -3 | 1 | -1
COc1ccccc1/C=C\C(=O)NCC(=O)N/N=C/c1ccc(O)cc1O | -4 | -8 | 1.8 | -4 | 1 | · | 8 | -3 | 4 | 1
COc1ccc(N/C=C(\C#N)S(=O)(=O)c2ccc(OC)cc2)cc1 | -4 | -50 | -0.4 | -3 | -7 | -4 | 50 | 14 | 3 | 0
O=C(COc1ccc(NC(=O)c2ccccc2[N+](=O)[O-])cc1)c1ccc(F)cc1 | -21 | -12 | 3.4 | -3 | 1 | 0 | 12 | 23 | -9 | 2
CCOC(=O)c1cnc(-n2nc(C)cc2C)nc1NC | 2 | 18 | 0.8 | 3 | 4 | -2 | -18 | 26 | -2 | 1
CC(=O)Nc1ccc(NC(=O)c2ccccc2F)cc1 | -10 | 3 | 0.8 | -2 | 14 | -1 | -3 | -7 | -4 | -1
CN(C)CCN(Cc1ccco1)S(=O)(=O)c1csc(C(N)=O)c1 | -5 | -1 | 0.6 | 2 | 2 | 1 | 1 | 29 | 1 | 1
OCCOCCNc1ncnc2c1cnn2-c1ccccc1 | 25 | 37 | -0.5 | 1 | -7 | 14 | -37 | 4 | 1 | -4
Cc1cccc(CNc2ccc(C(CC(N)=O)NC(=O)c3ccccc3)cc2[N+](=O)[O-])c1 (centres undefined) | -29 | 3 | 1.1 | -4 | 0 | · | -3 | -5 | -9 | 21
CN(C)c1ccc(C(=O)NCC(c2cccs2)N2CCOCC2)cc1 (centres undefined) | 9 | 5 | -0.5 | 1 | 2 | 1 | -5 | -5 | -2 | -1
CCCOc1cc(C)c(Cl)cc1S(=O)(=O)N(CC)CC | -13 | -22 | -1.3 | -3 | 0 | -1 | 22 | 2 | -1 | -10
CCCCNC(=O)NS(=O)(=O)c1ccc(C(=O)OC)o1 | -10 | 23 | 1.1 | -1 | -4 | -2 | -23 | 5 | -7 | 1
CCOc1cc(C(=S)N2CCOCC2)cc(Br)c1OS(=O)(=O)c1ccccc1 | -8 | -15 | -2.7 | -2 | 7 | 4 | 15 | 30 | -6 | -1
O=C(O)c1ccccc1CC(CCc1ccccc1)C(=O)O (centres undefined) | -5 | 13 | -0.7 | -1 | -7 | 47 | -13 | -15 | 1 | -2
CC(=O)c1cccc(NC(=O)CN2C(=O)C3C4C=CC(C4)C3C2=O)c1 (centres undefined) | -10 | 3 | 0.4 | -2 | -2 | -1 | -3 | -1 | -2 | 0
CCCc1cc(C(=O)Nc2sc(C(C)=O)c(C)c2C(=O)OCC)no1 | -13 | -50 | 1.2 | -4 | -1 | · | 50 | 2 | -7 | 1
O=c1[nH]nc(CNc2ccc(O)cc2)c2ccccc12 | -6 | -7 | 1.9 | -8 | -8 | 14 | 7 | 37 | -6 | 5
COc1ccc(NC(=O)c2oc3ccccc3c2NC(=O)c2ccco2)c(OC)c1 | -11 | -67 | 1.3 | -4 | 9 | 5 | 67 | 3 | -6 | -4
CCOC(=O)C1=C(COC(=O)C2(C)CC2(Cl)Cl)NC(=O)NC1c1ccc(OC)cc1 (centres undefined) | -7 | -73 | -1.6 | -1 | -8 | 3 | 73* | -3 | -5 | -2
CCOC(=O)C(NC(=O)C1CCCN1C(=O)OCc1ccccc1)C(=O)OCC (centres undefined) | 8 | -10 | 5.2 | 5 | 14 | -2 | 10 | -5 | -3 | -4
CC1=C(C(=O)OCC2CCCO2)C(c2ccc(C)o2)C2=C(CC(c3ccc(F)cc3)CC2=O)N1 (centres undefined) | 9 | -60 | 0.1 | -5 | -8 | · | 60 | 21 | 10 | -2
Cc1[nH]c(=O)c(C(=O)c2cc(Cl)ccc2O)cc1C(=O)O | -4 | -1 | 0.3 | -3 | · | 6 | 1 | 6 | · | ·

(further entries)
SMILES | PvdQ acylase | SR-BI DiI-HDL act | C-LANA FP | Keap1-Nrf2 PPI | PKA-R2B activ | NSD2 HMT inh | SR-BI HDL uptake | Arr AP2 block | RTF Ca sens inh | DAGLB inhibitor
CC(C)(C)OC(=O)N/N=C\c1ccc([N+](=O)[O-])s1 | -7 | -4 | -0.8 | 0 | 3 | 0 | 4 | 12 | 0 | -1
Cc1ccc(-n2cnc3c(=O)[nH]cnc32)cc1[N+](=O)[O-] | -8 | 16 | -1.4 | -1 | -5 | -1 | -16 | 9 | -4 | -1
N#CCc1ccc(C(=O)c2ccccc2)s1 | 7 | 9 | -2.3 | 0 | -1 | 2 | -9 | 22 | -5 | -3
Cc1cccc(S(=O)(=O)NCCC(=O)OCC(=O)Nc2ccc(C#N)cc2)c1 | -10 | 18 | -0.7 | -7 | -10 | -1 | -18 | -1 | -36 | -2
Cc1ccc(S(=O)(=O)Nc2ccc(NC(=O)Nc3cccc(C(F)(F)F)c3)cc2)cc1 | -12 | -18 | -2.5 | 0 | 5 | -1 | 18 | 6 | -5 | -5
O=C1c2ccccc2S(=O)(=O)N1CCCN1C(=O)c2ccccc2S1(=O)=O | -10 | 15 | -1.6 | 7 | -4 | -2 | -15 | -19 | 6 | -2

Three compounds from above, showing only DAGLB inhibitor, SR-BI HDL uptake and C-LANA FP.
| compound | DAGLB inhibitor | SR-BI HDL uptake | C-LANA FP |
| --- | --- | --- | --- |
| CC(C)(C)OC(=O)N/N=C\c1ccc([N+](=O)[O-])s1 | -1 | 4 | -0.8 |
| Cc1cccc(S(=O)(=O)NCCC(=O)OCC(=O)Nc2ccc(C#N)cc2)c1 | -2 | -18 | -0.7 |
| N#CCc1ccc(C(=O)c2ccccc2)s1 | -3 | -9 | -2.3 |

Bioassay records as filed in PubChem BioAssay.
